High-throughput results as filed in PubChem.
Cl transport mod: modulates chloride dependent transport by human KCC2 | Q9H2X9 | B-score of Tl+ flux slope (higher = more flux/activation; lower = inhibition) at 10 µM | 2.2% of 190,000 active | AID 1456 | KCC2 cells, thallium flux FluoZin-2 fluorescence;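 active = thallium flux slope and its plate-corrected score both differing from the plate sample mean at a set confidence after two filtering rounds, in either direction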;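 note: slope of fluorescence scaled to starting intensity during 10 to 20 s after thallium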
MDM2 E3 inh: Mdm2 E3 ligase (human) inhibition | cell-based MDM2 ubiquitination luciferase reporter, 2 h; 0 = plate control, 100 = twice control, blank-subtracted | Q00987 | 0.11% of 210,000 active | signal enhancement, % at 5 µM;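 active = signal enhancement of 30% or more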;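 note: luminescence tracks abundance of the self-degrading MDM2-luciferase fusion protein; higher signal means inhibition of MDM2 E3 ligase activity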
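system = mammalian cells stably expressing self-ubiquitinating, self-degrading MDM2 E3–luciferase fusion | quantity = 2000 cells per well seeded | incubation = 4 h cell settling then 2 h compound exposure, 37 °C | signal = SteadyLite luminescence, 15 min reagent step | benchmarks = plate control and blank wells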
Rad51 HR inh: Rad51 (human) homologous recombination inhibition. Q06609. hRad51 DNA strand exchange, fluorescence dequenching. inhibition, % at 10 µM. 0.085% of 200,000 active. AID 1385;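 active = inhibition above 40% at the single screening dose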;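 note: 0% = DMSO control wells and 100% = blanks with heterologous ssDNA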
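Test system – preformed human Rad51 ssDNA filaments · Reagent – Donor/quencher-labelled 47-bp dsDNA substrate · Incubation – 37 °C 15-min filament assembly, 30-min compound preincubation, 15-min exchange · Signal – FRET fluorescence dequenching, excitation 485 nm, emission 520 nm · Read-out – percent inhibition from fluorescence, normalised to plate control and blank means · Benchmarks – plate control and blank wells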
PERK inh: inhibitors of human PERK kinase; CHO PERK-DD fusion, SEAP luminescence translation reporter; inhibition, % at 5.6 µM; 0.17% of 220,000 active; AID 1416; Q9NZJ5;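 active = inhibition above the mean inhibition of all tested compounds plus 3 SD, set separately per screening campaign, cut at about 2.9% in these data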;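 note: PERK kinase domain activated by AP20187 dimerizer at 100 nM; 0% = DMSO with dimerizer and 100% = rapamycin at 8.4 µM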
zVAD death inh: blocks zVAD induced death of L929 cells. AID 1377. L929 zVAD necroptosis rescue, ATP luminescence, 24 h; with zVAD 60 µM. 0.38% of 220,000 active. viability rescue, % at 10 µM;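 active = activation, scaled between plate controls, above about 75%, limit read from the data; inactive = activation under that limit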;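 note: 0% = zVAD with DMSO and 100% = DMSO alone without zVAD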
EBV gp42 block: EBV gp42 inhibition; Q1HVG2; Fluorescence polarization binding assay, mP read-out; inhibition, % (tested at 21.74 µM); 0.42% of 220,000 active; AID 1085; in the data active = inhibition above about 50%
eIF4E-4G inh: blocks eIF4E binding to eIF4G; 0.37% of 220,000 active; inhibition, % at 21.7 µM; TR-FRET eIF4E-eIF4GI(517-606) binding, 2 h; P63073+Q04637;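 active = inhibition above about 30%, limit read from the data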;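 note: 0% = full FRET control wells and 100% = background wells lacking eIF4GI fragment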
Target sequence (P63073 whole entry, looked up, the tested form may be a part): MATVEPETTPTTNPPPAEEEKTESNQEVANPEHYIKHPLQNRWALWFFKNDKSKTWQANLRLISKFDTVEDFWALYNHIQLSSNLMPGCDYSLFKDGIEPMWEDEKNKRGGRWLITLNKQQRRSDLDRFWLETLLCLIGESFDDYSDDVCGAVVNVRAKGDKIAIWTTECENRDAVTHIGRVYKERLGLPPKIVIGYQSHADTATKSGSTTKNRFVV
Target sequence (Q04637 whole entry, looked up, the tested form may be a part): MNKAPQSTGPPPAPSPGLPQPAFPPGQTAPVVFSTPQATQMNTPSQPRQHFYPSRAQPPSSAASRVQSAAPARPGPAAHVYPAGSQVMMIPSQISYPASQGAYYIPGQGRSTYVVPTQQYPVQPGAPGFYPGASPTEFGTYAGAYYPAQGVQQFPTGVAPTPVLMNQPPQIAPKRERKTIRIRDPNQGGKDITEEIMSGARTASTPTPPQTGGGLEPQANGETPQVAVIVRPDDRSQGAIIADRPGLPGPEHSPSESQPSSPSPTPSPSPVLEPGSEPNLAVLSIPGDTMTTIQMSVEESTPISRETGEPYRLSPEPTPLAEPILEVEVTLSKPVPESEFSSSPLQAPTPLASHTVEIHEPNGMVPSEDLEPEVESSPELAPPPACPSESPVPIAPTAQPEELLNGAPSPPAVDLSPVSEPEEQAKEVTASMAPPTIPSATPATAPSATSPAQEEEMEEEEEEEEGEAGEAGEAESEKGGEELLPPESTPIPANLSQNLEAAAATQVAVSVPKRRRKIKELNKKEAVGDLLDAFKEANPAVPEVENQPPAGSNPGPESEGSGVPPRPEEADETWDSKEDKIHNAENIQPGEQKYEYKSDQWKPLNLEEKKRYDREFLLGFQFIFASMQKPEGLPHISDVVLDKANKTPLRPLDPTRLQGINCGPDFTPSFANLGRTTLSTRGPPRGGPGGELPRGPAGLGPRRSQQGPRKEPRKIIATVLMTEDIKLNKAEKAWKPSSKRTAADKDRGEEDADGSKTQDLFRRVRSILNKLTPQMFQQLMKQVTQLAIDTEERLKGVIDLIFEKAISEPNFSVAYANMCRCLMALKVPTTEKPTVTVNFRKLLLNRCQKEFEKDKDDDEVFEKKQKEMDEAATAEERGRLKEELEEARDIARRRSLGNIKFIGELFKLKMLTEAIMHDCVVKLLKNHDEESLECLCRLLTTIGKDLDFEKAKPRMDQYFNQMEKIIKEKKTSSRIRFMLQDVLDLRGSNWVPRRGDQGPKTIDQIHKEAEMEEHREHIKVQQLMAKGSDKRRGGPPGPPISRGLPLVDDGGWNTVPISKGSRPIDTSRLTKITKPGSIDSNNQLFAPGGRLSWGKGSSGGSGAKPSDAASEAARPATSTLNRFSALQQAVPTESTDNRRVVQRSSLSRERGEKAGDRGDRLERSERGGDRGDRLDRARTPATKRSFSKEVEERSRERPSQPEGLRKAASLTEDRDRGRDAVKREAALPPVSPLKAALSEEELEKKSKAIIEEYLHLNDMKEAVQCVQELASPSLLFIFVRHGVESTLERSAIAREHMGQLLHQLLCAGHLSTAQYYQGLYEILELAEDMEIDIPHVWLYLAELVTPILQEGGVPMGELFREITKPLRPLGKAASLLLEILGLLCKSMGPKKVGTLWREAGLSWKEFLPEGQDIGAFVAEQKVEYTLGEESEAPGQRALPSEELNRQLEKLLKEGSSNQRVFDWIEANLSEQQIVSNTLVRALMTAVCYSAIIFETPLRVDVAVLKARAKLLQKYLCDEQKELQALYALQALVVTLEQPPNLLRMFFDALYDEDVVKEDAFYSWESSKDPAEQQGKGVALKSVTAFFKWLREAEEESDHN
TNF necrop inh: blocks TNF-alpha induced death of Jurkat FADD-/- cells; Jurkat FADD-/- TNF necroptosis rescue, ATP luminescence, 24 h; 0 = TNF only, 100 = no-TNF cells; 0.068% of 220,000 active; activation (protection from cell death), % at 10 µM;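 active = activation, meaning protection from cell death, of at least 50% relative to plate controls; inactive = activation below 50%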;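 note: necroptosis triggered by 40 ng/mL TNF-alpha added together with compound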
Calpain2 inh: calpain II (pig) inhibition. AID 1236. inhibition, % at 16 µM. purified calpain II, fluorogenic peptide substrate, 30 min. 0.37% of 220,000 active;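 active = inhibition above about 50%, limit read from the data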
* = called active by the depositor; nt = not tested or not shown; [ ] = dose if it differs, or a comment. Not a hit list. About 3.6% of those tested had a hit in this group.

SMILES	Cl transport mod	MDM2 E3 inh	Rad51 HR inh	PERK inh	zVAD death inh	EBV gp42 block	eIF4E-4G inh	TNF necrop inh	Calpain2 inh
Cc1ccc(-c2noc(CSc3ccccc3)n2)cc1	0.068	-29	7	0.5	1.1	-1	-3	2.1	33
O=S(=O)(c1ccc(-c2cc(C(F)(F)F)on2)s1)N1CCCC1	0.2	-12	nt	1.3	1.8	-7	-1	3.0	20
CCc1ccc(/C=C2\Oc3cc(OS(C)(=O)=O)ccc3C2=O)cc1	-0.5	-10	1	-0.4	1.2	-1	3	3.8	20
O=C1C=C(NC2CCCC2)CC(c2ccccc2)C1 (stereo unspecified)	-0.061	17	5	1.1	3.1	-16	-2	0.0	-16
CC(=O)N1N=C(c2ccc(C)o2)CC1c1ccc(F)cc1 (stereo unspecified)	-0.9	-9	4	0.3	-0.2	-10	1	22	10
O=C1Nc2ccccc2N=C(c2ccccc2)c2ccccc21	-0.86	-10	2	-1.0	-0.8	-4	-3	0.8	-2
Cc1ccc(-n2c(CNc3ccc(F)cc3)nnc2SCC(=O)N2CCOCC2)cc1	-0.45	-10	nt	-0.5	-0.6	-5	-2	-0.2	-18
O=C(c1ccc2ccccc2n1)N1CCN(c2ccccc2O)CC1	-0.65	nt	87*	0.3	0.7	-8	2	-0.1	-61
COc1ccc(N2COC3c4cccc5cccc(c45)C32)cc1 (stereo unspecified)	-0.85	15	-34	1.0	0.7	-14	-4	-4.9	11
COc1ccc(-n2c(O)c(C=Nc3ccccc3)c3ccccc3c2=O)cc1OC	-1.8	-6	nt	0.7	-0.2	-10	-8	-4.1	-65
O=C(O)Cc1csc(NC(=O)CSc2nnnn2-c2ccc(O)cc2)n1	-2.2	10	nt	1.6	0.3	-14	-1	0.9	-14
O=C(c1ccc(S(=O)(=O)NCC2CCCO2)cc1)N1CCN(c2cccc(Cl)c2)CC1 (stereo unspecified)	-1.5	-9	3	1.1	0.0	-2	3	-2.0	-4
COc1cc(C(=O)NC(=S)Nc2ccc3oc(=O)ccc3c2)cc(OC)c1OC	nt	7	-7	-1.0	0.0	-5	-9[fluorescence artefact?]	-1.2	19
CCN(CC)c1ccc(C(=O)OCC(=O)Nc2cc3oc4ccccc4c3cc2OC)cc1	-0.47	-6	-1	1.0	2.4	-13	10	-1.4	-15
CN(C)S(=O)(=O)c1ccc(C(=O)Nc2ccc(F)cc2F)cc1	nt	-8	-12	0.7	0.8	1	0	1.1	-4
COC(=O)c1ccc(NC(CC(C)C)C(=O)OC)c([N+](=O)[O-])c1 (stereo unspecified)	-0.38	-9	-4	-1.0	0.3	-1	-1	0.5	-1
Cc1nn(C)cc1/C=N/NC(=O)Cn1cncn1	-2	-8	0	0.2	0.4	-5	1	0.7	2
CCOC(=O)c1cc(C)sc1NC(=S)Nc1ccccc1	nt	-23	1	-0.3	-0.7	-17	0	0.9	1
CN(C)S(=O)(=O)c1cccc(-c2nnc(SCCNCCO)n2-c2ccc(F)cc2)c1	-0.038	-3	-1	-0.4	-0.5	-11	1	1.0	3
CCN(CC)S(=O)(=O)c1cccc(C(=O)N[C@H](C(=O)OCC(=O)NC(=O)NC)C(C)C)c1	-0.7	-1	-3	0.5	0.3	-68	0	0.5	-7
Cc1ccc(/C=N/NC(=O)Cn2cnc3c2c(=O)n(C)c(=O)n3C)s1	-0.049	10	-25	1.0	nt	-9	5[fluorescence artefact?]	1.3	-4
O=C(c1cc2c(s1)-c1ccccc1OC2)N1CCCC1	nt	-10	-3	-0.2	0.6	-14	-3[fluorescence artefact?]	-4.2	-478
O=C(Oc1ccc2ccc(OC(=O)N3CCCCCC3)cc2c1)N1CCCCCC1	-0.033	0	22	0.5	0.3	-2	-2	4.8	25
COc1ccccc1N1CCN(CC(=O)Nc2ccc(C)c(F)c2)CC1	0.058	-12	1	-0.7	0.6	7	-5	-3.3	7
Cc1cc(NC2C3CC4CC(C3)CC2C4)n2nnnc2n1 (stereo unspecified)	0.016	-5	-1	1.0	1.2	-20	4[fluorescence artefact?]	-2.5	-24
Cc1cc(Cl)ccc1N=C1N=C(N)c2ccccc21	-0.21	-3	-4	-0.3	1.3	5	2	-3.9	4
CC(C)CC1(C)N=C(c2ccccc2)C(=S)N1 (stereo unspecified)	1.5	-12	7	0.5	1.5	-3	-1	1.2	-9
Cc1nnc(SCc2ccc(Cl)c(Cl)c2)s1	nt	-5	nt	0.0	8.1	-2	0	28	-1
Cc1cc(C)n(-c2ccc3nncn3n2)n1	0.075	-8	12	0.9	2.6	4	1	0.3	-30
CC1CC(C)CN(CCCNC(=O)CC2Oc3ccccc3NC2=O)C1 (stereo unspecified)	nt	-10	8	0.3	0.9	-14	25	0.5	-5

Reprinted at random: 2 compounds from above, in no set order.
SMILES	Cl transport mod	MDM2 E3 inh	Rad51 HR inh	PERK inh	zVAD death inh	EBV gp42 block	eIF4E-4G inh	TNF necrop inh	Calpain2 inh
O=C(c1cc2c(s1)-c1ccccc1OC2)N1CCCC1	nt	-10	-3	-0.2	0.6	-14	-3[fluorescence artefact?]	-4.2	-478
Cc1cc(NC2C3CC4CC(C3)CC2C4)n2nnnc2n1 (stereo unspecified)	0.016	-5	-1	1.0	1.2	-20	4[fluorescence artefact?]	-2.5	-24

(further entries)
SMILES	Cl transport mod	MDM2 E3 inh	Rad51 HR inh	PERK inh	zVAD death inh	EBV gp42 block	eIF4E-4G inh	TNF necrop inh	Calpain2 inh
O=C(NCc1cccs1)C(=O)NCC(c1ccco1)N1CCN(c2ccccc2)CC1 (stereo unspecified)	-0.0096	-13	13	1.5	1.6	-16	-8	1.2	11
Brc1ccc(-c2n(-c3ccccn3)c3ccccc3[n+]2-c2ccccn2)cc1	1.5	nt	nt	1.4	-1.4	-11	7	-2.7	-10
O=S(=O)(c1ccc2c(c1)OCCO2)N1CCC(n2nnc3cc(F)ccc32)CC1	-0.65	-8	1	-0.5	-0.1	-9	3	-1.3	12
CCn1c(NC2CCCCC2)nc2ccccc21	nt	-24	7	-0.2	-1.2	-13	9	14	-11
CCOc1ccccc1NC(=O)C1CCN(C(=O)c2cccs2)CC1	0.093	-17	nt	-0.9	1.1	4	-3	-1.2	21
C=CCNS(=O)(=O)CC12CCC(CC1=O)C2(C)C (stereo unspecified)	0.15	-11	-4	0.8	0.9	-7	-5	0.1	-12
Cc1onc(-c2ccccc2)c1C(=O)N1CCCN(C(=O)c2c(-c3ccccc3)noc2C)CC1	0.0077	8	-1	-1.5	0.3	-24	2[fluorescence artefact?]	-0.4	-38
CC(=O)c1ccccc1OCC(O)CN1CCN(C(c2ccccc2)c2ccccc2)CC1 (stereo unspecified)	nt	-8	-2	-1.4	-1.1	-9	-11	-2.8	24
CCOC(=O)C1CCCN(c2c(N3CCOCC3)c(=O)c2=O)C1 (stereo unspecified)	0.55	-8	-2	-0.1	0.6	1	-5	0.5	0
CCCc1[nH]nc2c1C1(CCOC1C)C(C#N)=C(N)O2 (stereo unspecified)	-0.078	-27	0	1.3	0.1	0	16	0.3	18
CCOc1ccc(-n2c(SCC(=O)Nc3ccc(OC)cc3)nc3c(c2=O)SCC3)cc1	0.37	-21	3	0.2	1.2	-10	-6	-5.9	-98
Clc1ccc(-[n+]2c(-c3cccc(Br)c3)[nH]c3nc4ccccc4nc32)cc1	-2.5	-15	-2	1.2	-0.6	-1	0	-2.9	-59
CCCCOc1ccc(C(=S)N2CCC(C(N)=O)CC2)cc1	-1.1	-2	3	1.4	0.7	-4	-1	0.9	-14
O=C(c1ccco1)N1CCN(C(=O)c2ccc(COc3ccc4c(c3)CCC4)o2)CC1	-0.85	nt	9	-0.6	83*	-20	9	-0.9	-13
COC(=O)[C@@]1(Cc2ccc(OC)cc2)[C@H]2c3cc(C(=O)N4CCCC4)n(CCN4CCNC4=O)c3C[C@H]2CN1C(=O)c1ccccc1	-0.62	nt	6	-1.1	-0.9	3	6	0.8	-24
COc1ccc2cc(C3CC(c4ccco4)=NN3C(=O)CCC(=O)O)c(Cl)nc2c1 (stereo unspecified)	0.18	0	nt	0.5	0.2	2	-5	1.0	-22
COc1ccc(N2CCN(C(=O)CCCn3c(=O)[nH]c4cc(Cl)ccc4c3=O)CC2)cc1	-0.14	-4	3	-1.1	0.7	-1	2[fluorescence artefact?]	-1.3	-10
Cc1cccc(C)c1-n1c(C)cc(/C=N\NC(=O)CC(=O)NC2CCCCC2)c1C	1	-15	6	0.0	0.6	9	0[fluorescence artefact?]	2.3	10
Cc1noc(NS(=O)(=O)c2ccc(N3Cc4ccccc4C3=O)cc2)c1C	1.1	-30	0	3.1*	-0.1	0	1	0.8	11
CCn1cc(S(=O)(=O)N2CCN(Cc3cccc(Cl)c3)CC2)cn1	0.26	-20	11	-0.8	0.3	5	3	2.4	12
O=C(NC(=S)Nc1ccc(N2CCOCC2)cc1)c1cncc(Br)c1	5.5*	-9	nt	-0.3	0.2	-10	2	0.4	24
CC(C)CC(=O)c1c[nH]c(C(=O)NCCCn2ccnc2)c1	-0.91	-8	2	1.1	-0.2	-31	-7	-1.1	-2
C=CCSc1nc(N)c(C(=O)Nc2ccccc2)cc1C#N	-0.46	-26	1	0.4	1.0	9	-1	-0.3	-34
O=C(c1ccc(Cl)c(S(=O)(=O)N2CCOCC2)c1)N1CCN(Cc2ccccc2)CC1	-0.03	-8	10	-1.3	-0.1	-7	-2	0.1	22
Cc1ccc(S(=O)(=O)N(CC(=O)N2CCCC2)C2CCCCC2)cc1	0.025	nt	nt	-0.8	-0.5	-23	-5	-1.9	15
O=C(NCc1ccccc1)c1ccc2c(=O)[nH]c3c(C(=O)NCC4CCCO4)sc(=S)n3c2c1 (stereo unspecified)	-2.8	-7	17	1.5	1.7	-4	6	1.5	-76
Cc1nnc(SCC(=O)c2c(N)n(C)c(=O)n(C)c2=O)n1Cc1ccccc1	-0.23	5	-6	0.1	1.6	-15	0[fluorescence artefact?]	0.8	-2
COC(=O)c1cccc(NC(=O)c2cc3sccc3n2C)c1	2.4	-17	1	-0.6	4.0	-4	3	-2.4	-9
O=C(O)CCCCCN1C(=O)/C(=C\c2cn(-c3ccccc3)nc2-c2cccs2)SC1=S	-0.97	-78	-18	-2.4	0.4	6	45*	-3.9	30
C=CCC(=O)OCCCCCCOc1ccc(C(=O)O)cc1	0.7	-3	1	1.6	0.3	-10	-5	-1.9	-20
FC(F)(F)c1ccc(N=Cc2sc(N3CCOCC3)nc2-c2ccccc2)cc1	0.016	-22	-4	0.6	0.3	6	1	-1.4	-31
COC(=O)Nc1ccc(S(=O)(=O)N2CCN(CCN3C(=O)C4C5C=CC(C5)C4C3=O)CC2)cc1 (stereo unspecified)	0.23	-18	-5	-1.1	0.5	-19	-2	1.2	7

Results in Cl transport mod, for some of the entries so far:
molecule	Cl transport mod
C=CCC(=O)OCCCCCCOc1ccc(C(=O)O)cc1	0.7
FC(F)(F)c1ccc(N=Cc2sc(N3CCOCC3)nc2-c2ccccc2)cc1	0.016
